High-throughput results as filed in PubChem.
SUMO HTRF inh: SUMOylation inhibition; AID 2006; inhibition, % at 35 µM; 290,000 compounds, 0.36% hits; HTRF SUMOylation assay, SAE1/SAE2 + UBC9, in vitro; P63279; in the data active = inhibition above about 50%, passing the limit was not always enough; note: strong numbers were not always called active
MEKK3 PB1 HTS: MEKK3-MEK5 PB1 interaction, increase or decrease; Q99759; bead-based flow cytometry, Alexa488-MEK5 binding to MEKK3; actives lie on both sides; 0 = blocked by unlabeled MEK5, 100 = vehicle; AID 1529; binding response (% of control), % at 10 µM; 290,000 compounds, 1.4% hits;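 active = binding response more than 3 SD above or below the average of its plate-row segment, actives on both sides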;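 note: Alexa488 bead fluorescence after subtracting the streptavidin-only scavenger bead signal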
PHOSPHO1 block: inhibitors of human PHOSPHO1 phosphatase | Q8TCT1 | recombinant PHOSPHO1, absorbance phosphatase assay | inhibition, % at 13.3 µM | 290,000 compounds, 1.1% hits | AID 1565; in the data active = inhibition above about 60%
p-CIP stab down: lowers stability of the mouse p/CIP coactivator protein. decrease of EGFP signal, % at 10 µM. F442A p/CIP-EGFP cells, EGFP fluorescence, 16 h. 290,000 compounds, 0.01% hits. AID 1984. Q05BA5;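 active = EGFP signal decrease of at least 30% at 10 µM or well 3 SD below plate mean, unless failing retest; inactive = the rest, including hits failing retest or dose response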; note: some compounds called inactive have numbers as strong as hits; many of its hits are not listed in these tables
Target sequence (Q05BA5 1-1403): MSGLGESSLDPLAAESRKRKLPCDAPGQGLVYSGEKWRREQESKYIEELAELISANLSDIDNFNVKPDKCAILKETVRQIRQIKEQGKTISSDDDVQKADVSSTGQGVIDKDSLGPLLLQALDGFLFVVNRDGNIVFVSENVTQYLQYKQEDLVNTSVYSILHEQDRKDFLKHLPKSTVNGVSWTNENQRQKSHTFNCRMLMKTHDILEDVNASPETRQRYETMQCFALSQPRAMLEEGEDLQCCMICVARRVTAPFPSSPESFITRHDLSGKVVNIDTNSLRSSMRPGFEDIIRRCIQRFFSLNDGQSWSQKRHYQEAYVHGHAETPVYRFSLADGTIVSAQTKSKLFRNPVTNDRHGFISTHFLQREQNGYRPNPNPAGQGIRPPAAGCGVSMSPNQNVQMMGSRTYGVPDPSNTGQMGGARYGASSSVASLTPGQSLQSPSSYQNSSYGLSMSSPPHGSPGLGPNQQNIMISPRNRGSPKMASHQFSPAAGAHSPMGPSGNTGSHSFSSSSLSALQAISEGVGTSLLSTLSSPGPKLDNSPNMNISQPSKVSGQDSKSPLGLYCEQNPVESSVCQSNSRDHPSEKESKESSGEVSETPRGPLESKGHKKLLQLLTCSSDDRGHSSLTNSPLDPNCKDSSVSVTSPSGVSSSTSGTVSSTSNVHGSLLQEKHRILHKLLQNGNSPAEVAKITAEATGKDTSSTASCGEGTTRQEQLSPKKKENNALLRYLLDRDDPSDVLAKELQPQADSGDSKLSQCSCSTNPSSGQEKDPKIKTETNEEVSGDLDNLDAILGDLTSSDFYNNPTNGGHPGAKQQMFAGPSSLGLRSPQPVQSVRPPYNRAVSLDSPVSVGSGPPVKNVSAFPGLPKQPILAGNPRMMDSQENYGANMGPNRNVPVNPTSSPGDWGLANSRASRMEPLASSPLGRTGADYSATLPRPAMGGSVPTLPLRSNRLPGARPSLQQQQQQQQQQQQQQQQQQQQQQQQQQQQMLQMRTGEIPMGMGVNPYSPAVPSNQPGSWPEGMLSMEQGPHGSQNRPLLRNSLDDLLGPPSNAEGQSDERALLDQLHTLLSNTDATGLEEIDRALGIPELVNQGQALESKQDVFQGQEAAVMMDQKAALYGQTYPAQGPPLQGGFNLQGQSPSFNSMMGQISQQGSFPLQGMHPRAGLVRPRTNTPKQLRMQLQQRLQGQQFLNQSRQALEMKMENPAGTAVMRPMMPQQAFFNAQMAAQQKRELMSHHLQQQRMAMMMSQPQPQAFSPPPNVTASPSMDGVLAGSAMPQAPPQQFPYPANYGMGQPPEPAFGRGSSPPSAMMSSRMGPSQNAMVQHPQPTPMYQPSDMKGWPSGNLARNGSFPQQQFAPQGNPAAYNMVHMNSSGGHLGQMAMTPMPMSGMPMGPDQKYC
Active calls of the source: *; . = no result given. The list is partial; rates above refer to the full screens.

SMILES	SUMO HTRF inh	MEKK3 PB1 HTS	PHOSPHO1 block	p-CIP stab down
O=C1N[C@@H](Cc2ccccc2)C(=O)N2[C@@H]1C[C@]1(Br)c3ccccc3N(S(=O)(=O)c3ccccc3)[C@H]21	.	104	.	.
COC/C=C/C1=CC2=CC(=O)C(C)(OC(=O)c3cnc4ccccc4n3)C(=O)C2=CN1CCc1ccccn1 (configuration not stated)	.	99	.	.
CC(C)=CCc1cc2c(=O)c3c(O)c4c(cc3oc2c(O)c1O)OC(C)C4(C)C (configuration not stated)	.	104	.	.
COC/C=C/C1=CC2=CC(=O)C(C)(OC(=O)c3cccs3)C(=O)C2=CO1 (configuration not stated)	.	100	.	.
CCOC(=O)N1C2=NC(C(=O)OC)=C(C(=O)OC)[C@@H]3N(Cc4ccccc4)c4ccccc4[C@]23C[C@H]1C(=O)OC	.	98	.	.
COC(=O)CCCC1=CC2=CC(=O)C(C)(OC(=O)c3ccco3)C(=O)C2=CO1 (configuration not stated)	.	98	.	.
CCOC(=O)CN1C(=O)N[C@@H](CCc2ccccc2)C(C(C)=O)=C1C	.	103	.	.
CC[C@]1(O)CC2CN(CCc3c([nH]c4ccccc34)[C@@](C(=O)OC)(c3cc4c(cc3OC)N(C)[C@H]3[C@@](O)(C(N)=O)[C@H](O)[C@]5(CC)C=CCN6CC[C@]43[C@@H]65)C2)C1 (some centres not stated)	.	108	.	.
O=C(O)CCNC(=O)c1ccc(N=Nc2ccc(O)c(C(=O)O)c2)cc1	.	88	.	.
CC1(OC(=O)c2ccc(Cl)nc2)C(=O)C=C2C=C(c3ccsc3)OC=C2C1=O (configuration not stated)	.	94	.	.
CN(C)CCc1c[nH]c2ccc(C[C@H]3COC(=O)N3)cc12	.	106	.	.
C[C@@H](O)[C@H]1C(=O)N2C(C(=O)O)=C(S[C@@H]3CN[C@H](C(=O)N(C)C)C3)[C@H](C)[C@H]12	.	104	.	.
Cc1nc(NC(=O)c2ccccc2)sc1C1(C)CC(c2ccc(OC(F)(F)F)cc2)=NO1 (configuration not stated)	.	111	.	.
N[C@H]1CONC1=O	.	106	.	.
COCOc1ccc(/C=C/C(=O)c2c(OCOC)cc(OCOC)c(CC=C(C)C)c2O)cc1OCOC	.	110	.	.
CC1=C(C(=O)OCc2ccccc2)C(c2ccccc2OS(=O)(=O)c2ccc(C)cc2)NC(=O)N1CCCC(=O)O (configuration not stated)	.	100	.	.
CC1Oc2cc3oc4c(O)c5c(cc4c(=O)c3c(O)c2C1(C)C)C=CC(C)(C)O5 (configuration not stated)	.	106	.	.
CC1(OC(=O)c2ccc(Cl)nc2)C(=O)C=C2C=C(C3CC3)OC=C2C1=O (configuration not stated)	.	95	.	.
Cc1c(N=c2c(=O)c3ccccc3c2=O)c(=O)n(-c2ccccc2)n1C	.	99	.	.
CC1(OC(=O)c2ccco2)C(=O)C=C2C=C(c3ccc(C#N)cc3)OC=C2C1=O (configuration not stated)	.	97	.	.

Continued; it opens with the 2 that closed the last part.
SMILES	SUMO HTRF inh	MEKK3 PB1 HTS	PHOSPHO1 block	p-CIP stab down
Cc1c(N=c2c(=O)c3ccccc3c2=O)c(=O)n(-c2ccccc2)n1C	.	99	.	.
CC1(OC(=O)c2ccco2)C(=O)C=C2C=C(c3ccc(C#N)cc3)OC=C2C1=O (configuration not stated)	.	97	.	.
COC(C/C=C\C(=O)[C@@H](C)OCc1ccccc1)OC	.	98	.	.
CC(C)(O)[C@@H]1[C@@H]2C[C@@]3(CC[C@]4(C)C(CCC5[C@@]6(C)CC[C@H](O)C(C)(C)C6CC[C@]54C)[C@@H]13)C(=O)O2 (some centres not stated)	.	101	.	.
Cc1nc(C(=O)NC2CCCCC2)sc1C1(C)CC(c2cccnc2)=NO1 (configuration not stated)	.	98	.	.
CC(COc1ccccc1Cc1ccccc1)N1CCCCC1 (configuration not stated)	.	113	.	.
O=C1N[C@@H](Cc2cn(S(=O)(=O)c3ccc(F)cc3)c3ccccc23)C(=O)N[C@H]1Cc1ccccc1	.	100	.	.
CC1=C(C(=O)OCc2ccccc2)C(c2ccc(-c3ccccc3)cc2)NC(=O)N1CCCC(=O)O (configuration not stated)	.	100	.	.
CC1(C)C2CC[C@]3(C)C(CC=C4[C@@H]5C[C@](C)(CO)CC[C@]5(C(=O)O)CC[C@]43C)[C@@]2(C)CC[C@@H]1O (some centres not stated)	.	100	.	.
COC(=O)C1=C(C(=O)OC)[C@@H]2N(C)c3ccc(OC)cc3[C@@]23C[C@@H](C(=O)OC)N(C(=O)NCCBr)C3=N1	.	100	.	.
CC1(C)C2CC[C@]3(C)C(CC=C4[C@@H]5C[C@@](C)(CO)[C@@H](O)C[C@]5(C(=O)O)CC[C@]43C)[C@@]2(C)CC[C@@H]1O (some centres not stated)	.	98	.	.
COc1ccc2c(c1)CCNC2Cc1ccc(OC)c(O)c1 (configuration not stated)	.	98	.	.

Molecules shown so far that contain an NH in an aromatic ring, in the order listed:
SMILES	SUMO HTRF inh	MEKK3 PB1 HTS	PHOSPHO1 block	p-CIP stab down
CC[C@]1(O)CC2CN(CCc3c([nH]c4ccccc34)[C@@](C(=O)OC)(c3cc4c(cc3OC)N(C)[C@H]3[C@@](O)(C(N)=O)[C@H](O)[C@]5(CC)C=CCN6CC[C@]43[C@@H]65)C2)C1 (some centres not stated)	.	108	.	.
CN(C)CCc1c[nH]c2ccc(C[C@H]3COC(=O)N3)cc12	.	106	.	.

(cont.)
SMILES	SUMO HTRF inh	MEKK3 PB1 HTS	PHOSPHO1 block	p-CIP stab down
CS(=O)(=O)N1c2ccccc2[C@]2([C@@]34C[C@H]5C(=O)N[C@@H](Cc6ccccc6)C(=O)N5[C@@H]3N(S(C)(=O)=O)c3ccccc34)C[C@H]3C(=O)N[C@@H](Cc4ccccc4)C(=O)N3[C@H]12	.	104	.	.
CCC(=O)NS(=O)(=O)c1ccc(-c2c(-c3ccccc3)noc2C)cc1	.	102	.	.
CCOC(=O)c1ccc(NC(=O)c2c(NCc3ccccc3)[nH]c(=O)[nH]c2=O)cc1	.	101	.	.
O=C(O[C@H]1[C@H](Oc2ccccc2COC(=O)C2(O)C=CCCC2=O)O[C@H](CO)[C@@H](O)[C@@H]1O)c1ccccc1 (some centres not stated)	.	104	.	.
COC(=O)CCCC1=CC2=CC(=O)C(C)(OC(=O)c3cnc4ccccc4n3)C(=O)C2=CO1 (configuration not stated)	.	103	.	.
CC(=O)[C@]1(O)Cc2c(O)c3c(c(O)c2[C@@H](O[C@H]2C[C@H](N)[C@H](O)[C@H](C)O2)C1)C(=O)c1ccccc1C3=O	.	105	.	.
CC(C)c1cc(-c2cc(C(=O)Nc3ccccc3)on2)nc(NCC2CC2)n1	.	102	.	.
CC(C)(C)C(O)/C=C/c1ccc2c(c1)OCO2 (configuration not stated)	.	98	.	.
CSc1nc(C)cc(-c2cc(C(=O)Nc3ccccc3)on2)n1	.	102	.	.
COc1ccc([C@@H]2C[C@@H](c3ccccc3)Oc3c(C)ccc(C(C)C)c32)cc1	.	105	.	.
Nc1ccc(O)c(C(=O)O)c1	.	111	.	.
Cc1cc(C)c(C2=CC(c3ccccc3)n3ncnc3N2)cc1C (configuration not stated)	.	104	.	.
COc1cccc(C2C(C(=O)c3sc(C)nc3C)=C(O)C(=O)N2CCN(C)C)c1OC (configuration not stated)	-22	.	0	-5
Cc1cccc2cc(CN(CC3CCCO3)S(=O)(=O)c3ccccc3)c3nnnn3c12 (configuration not stated)	-1	.	34	-2
CCOc1cccc(-c2nnc3sc(-c4cc(OC)c(OC)cc4OC)nn23)c1	-26	.	1	1
Cn1c(SCCSc2nnc(-c3ccccc3)n2C)nnc1-c1ccccc1	1	.	40	2
COc1ccc(CCn2c(-c3ccco3)nc3nc4ccccc4nc32)cc1OC	20	.	-2	-10
CCn1c2ccccc2c2nnc(SCc3cc(=O)n4ccsc4n3)nc21	20	.	25	2
c1cc(-c2nc3cc(Cc4ccc5oc(-c6ccncc6)nc5c4)ccc3o2)ccn1	-20	.	38	-2
COc1nc2c(C)cccc2cc1-c1noc(-c2ccncc2)n1	-1	.	16	4
CCOC(=O)c1sc(NC(=O)c2cc3c(C)nn(-c4ccccc4)c3s2)nc1C	8	.	6	-10
COc1cccc(C(N)CC(=O)O)c1 (configuration not stated)	5	.	25	-14
Cn1c(=O)c2c(nc(SCCOc3ccc4ccc(=O)oc4c3)n2C)n(C)c1=O	2	.	6	-10
Cc1csc(NC(=O)c2c(O)c3cccc4c3n(c2=O)CCC4)n1	2	.	-19	6
COc1nnnc2c1sc1nc(N3CCOCC3)c3c(c12)CC(C)(C)OC3	-3	.	8	-5
CNC(=O)c1cc2c(=O)n3cc(C)ccc3nc2n(Cc2ccco2)c1=N	43	.	23	-8
Cc1ccc(-n2nc(C)c(C3C(C#N)=C(N)OC4=C3C(=O)CCC4)c2Cl)cc1 (configuration not stated)	1	.	-12	-12
C=CCn1c(=O)c(C(=O)Nc2ccccc2OC)c(O)c2ccccc21	16	.	13	-3
C=CCn1c(NC(=O)c2ccco2)c(S(=O)(=O)c2ccccc2)c2nc3ccccc3nc21	34	.	-22	-2
Cc1ccc(-c2nsc3c(N4CCN(C(=O)c5ccco5)CC4)ncnc23)cc1	32	.	-1	-4
CCOc1ccc(N2CCn3c2nc2c3c(=O)n(CCc3ccccc3)c(=O)n2C)cc1	7	.	-12	-10
Cc1ccccc1NC(=O)c1c(O)c2cccc3c2n(c1=O)CC3	31	.	14	-19
COc1ccc(C2C(C(=O)c3cc4cccc(OC)c4o3)=C(O)C(=O)N2CCCN(C)C)cc1OC (configuration not stated)	16	.	-8	-10
Cc1ccc2nc(Nc3ncc4c(n3)CCCC4=O)nc(C)c2c1	6	.	5	-14
Cc1nc(N2CCN(c3ccccc3)CC2)c2c3c(sc2n1)CCC3	4	.	30	-5
CN(C)c1ccc(-c2ccncc2)cc1	11	.	-47	-6
Cc1cc(C)n2nc(CCc3nc4nc(C)cc(C)n4n3)nc2n1	24	.	-12	9
Cn1c(=O)c2c3c(sc2n2c(SCC(=O)c4ccccc4)nnc12)COC(C)(C)C3	32	.	16	-5
COc1cc(-c2nc(-c3ccc(C)nc3OC)no2)cc(OC)c1OC	8	.	-46	-16
c1ccc2nc3c(nc2c1)sc1nc2ccccc2n13	0	.	-12	-4
Cc1ccc(-c2nn3c(-c4cccc(Cl)c4)nnc3s2)cc1	-7	.	11	1
CCN1C(=S)SC(=O)C1=C1C=C(C)N(CCOC)C(C)=C1	27	.	53	-8
c1ccc(-c2cc(-c3nc(-c4cccnc4)no3)c3ccccc3n2)cc1	-1	.	16	-12
CCOc1ccc(-c2nn3c(-c4ccc(OC)cc4)nnc3s2)cc1	10	.	-8	8
Cn1c(=O)c2c(nc(SCc3cc4c(cc3Cl)OCO4)n2C)n(C)c1=O	18	.	5	2
CCN(CC)CCCN1C(=O)C(=O)/C(=C(/O)c2ccc3c(c2)OCCO3)C1c1ccc(C)o1 (configuration not stated)	8	.	-7	-9
Cc1cccn2c(=O)c3cc(C(=O)NCc4cccnc4)c(=N)n(C)c3nc12	-15	.	15	-3
N#CC(C(=O)NC1CCCCC1)c1nc2ccccc2nc1N1CCOCC1 (configuration not stated)	10	.	0	-9
CCCn1c(=O)c(C(=O)Nc2nnc(CC)s2)c(O)c2ccccc21	6	.	3	-6
CCOC(=O)c1c(C)oc2c1c(C(c1cccnc1)N1CCN(C)CC1)c(O)c1ccccc12 (configuration not stated)	30	.	-25	-7

The list goes on:
SMILES	SUMO HTRF inh	MEKK3 PB1 HTS	PHOSPHO1 block	p-CIP stab down
CC(=O)c1ccc(Nc2nc(C)nc3c2oc2ccccc23)cc1	24	.	9	9
Cc1cc(Cl)ccc1N=Cc1c(O)n(C)c(=O)n(C)c1=O	23	.	-22	-5
CCOc1ccc2[nH]c(=O)c(CN(C(=O)N3CCOCC3)C3CC3)cc2c1	2	.	-4	-8
CCC(O)CNc1nc(-n2nc(C)cc2C)nc2sc3c(c12)CCCC3 (configuration not stated)	-2	.	-16	-12
Cc1nn(-c2ccc(Cl)cc2)c2sc(C(=O)N3CCN(C(=O)c4ccco4)CC3)cc12	10	.	16	-2
CCOC(=O)c1ccc(NC(=O)c2c(O)c3ccccc3n(C)c2=O)cc1	8	.	14	5
CCOC(=O)c1c(-c2ccc(C)s2)csc1NC(=O)c1ccco1	-30	.	1	-10
Cc1ccnc(NC(=O)CCC(=O)N(CC(=O)NC2CCCCC2)Cc2ccc3c(c2)OCO3)c1	2	.	-12	-5
CCN(C(=O)CN1CCCc2ccccc21)c1c(N)n(Cc2ccccc2)c(=O)[nH]c1=O	5	.	-30	-25
CCN1CCN(Cc2nc3c(c(=O)n(C)c(=O)n3C)n2CCCc2ccccc2)CC1	23	.	-16	-8
C=CCn1cnc2c(c1=O)c1nc3ccccc3nc1n2-c1ccccc1	26	.	-3	-4
Cc1cc(C)nc(-n2nc(C)cc2NC(=O)c2ccc3c(c2)OCO3)n1	16	.	-13	-15

An excerpt from above in order of their number in p-CIP stab down, largest number first.
SMILES	SUMO HTRF inh	MEKK3 PB1 HTS	PHOSPHO1 block	p-CIP stab down
CC(=O)c1ccc(Nc2nc(C)nc3c2oc2ccccc23)cc1	24	.	9	9
CCOc1cccc(-c2nnc3sc(-c4cc(OC)c(OC)cc4OC)nn23)c1	-26	.	1	1
Cc1nc(N2CCN(c3ccccc3)CC2)c2c3c(sc2n1)CCC3	4	.	30	-5
N#CC(C(=O)NC1CCCCC1)c1nc2ccccc2nc1N1CCOCC1 (configuration not stated)	10	.	0	-9
Cn1c(=O)c2c(nc(SCCOc3ccc4ccc(=O)oc4c3)n2C)n(C)c1=O	2	.	6	-10
COc1cccc(C(N)CC(=O)O)c1 (configuration not stated)	5	.	25	-14
